Assay outcomes deposited in PubChem BioAssay by several laboratories.
Ba/F3 V617F tox – lowers viability of Ba/F3 cells expressing EpoR and JAK2V617F | hit rate 1.1% among 220,000 | AID 1446 | inhibition, % at 5.6 µM | ATP luminescence;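 active = inhibition above the campaign mean plus 3 SD over all tested compounds, cut at about 24% in these data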;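 also: cytokine-independent growth of Ba/F3 cells driven by EpoR plus mutant JAK2; 0% = DMSO-treated cells and 100% = JAK inhibitor I control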
NPY1 pot ag – human NPY-Y1 potentiation or agonism, primary screen; P25929; NPY-Y1 expressing cells, potentiator/agonist activation; activation, % at 3.6 µM; hit rate 0.37% among 220,000; AID 1304; in the data active = activation above about 33%, passing the limit was not always enough;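 also: cells stimulated with NPY at EC10 then isoproterenol at EC100; 0% = low agonist plus stimulus and 100% = saturating agonist plus stimulus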
Runt-CBFb FRET – inhibitors of human RUNX1 Runt domain binding to CBFb; Q01196+Q13951; Cerulean-Runt/Venus-CBFb FRET ratio 530/480, 1 h; inhibition, % at 20 µM; hit rate 0.46% among 220,000;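 active = inhibition over about 50% at 20 µM in the single-dose screen, limit read from the data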;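 also: 0% = DMSO wells and 100% = excess unlabeled CBFb competitor control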
Target sequence (Q01196 whole entry, looked up, the tested form may be a part): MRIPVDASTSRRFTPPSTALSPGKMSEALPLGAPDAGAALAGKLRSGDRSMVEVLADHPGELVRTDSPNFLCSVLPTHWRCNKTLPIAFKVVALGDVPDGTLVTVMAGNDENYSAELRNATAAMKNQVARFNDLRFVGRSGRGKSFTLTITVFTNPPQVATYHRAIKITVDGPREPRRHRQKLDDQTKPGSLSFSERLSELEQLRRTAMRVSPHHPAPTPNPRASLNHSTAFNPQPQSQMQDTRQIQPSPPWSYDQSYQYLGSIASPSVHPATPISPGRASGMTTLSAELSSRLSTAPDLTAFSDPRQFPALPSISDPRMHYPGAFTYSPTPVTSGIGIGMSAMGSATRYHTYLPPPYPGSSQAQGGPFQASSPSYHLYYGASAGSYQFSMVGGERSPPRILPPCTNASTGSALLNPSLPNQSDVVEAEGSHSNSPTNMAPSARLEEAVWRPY
Target sequence (Q13951 whole entry, looked up, the tested form may be a part): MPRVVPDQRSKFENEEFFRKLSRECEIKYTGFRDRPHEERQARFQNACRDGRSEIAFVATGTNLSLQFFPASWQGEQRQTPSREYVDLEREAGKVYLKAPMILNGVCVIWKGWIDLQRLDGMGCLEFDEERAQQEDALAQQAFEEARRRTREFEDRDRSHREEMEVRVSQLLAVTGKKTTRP
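Buffer or medium: Tris pH 7.5 buffer with BSA. Assay system: Cerulean-labeled Runt domain protein. Amount: each fluorescent fusion protein 100 nM. Read-out basis: loss of energy transfer signal. Incubation: 1 h compound exposure, room temperature. Probe or stimulus: Venus-CBFb binding partner, 100 nM. Detection: FRET, excitation 422 nm, emission at 530 and 480 nm.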
NPY-Y2 PAM-ag – potentiators or agonists of human neuropeptide Y receptor Y2. P49146. cells expressing NPY-Y2, potentiator/agonist read-out. activation, % at 3.6 µM. hit rate 0.45% among 220,000. AID 1359; in the data active = activation above about 27%;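 also: cells stimulated with NPY near EC25 plus isoproterenol at EC100; 0% = vehicle plus submaximal agonist and 100% = vehicle plus saturating agonist; some results beyond the cut were filed as inactive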
RBBP9 inhibitor – inhibitors of human serine hydrolase RBBP9 | hit rate 0.2% among 220,000 | O75884 | recombinant RBBP9, FP-Rh probe fluorescence polarization | inhibition, % at 7.94 µM | AID 1515;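 active = inhibition above the campaign mean of all tested compounds plus 3 SD, cut at about 14% in these data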;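 also: plate controls were DMSO wells with RBBP9 for no effect and wells lacking RBBP9 protein for full effect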
Target sequence (O75884 whole entry, looked up): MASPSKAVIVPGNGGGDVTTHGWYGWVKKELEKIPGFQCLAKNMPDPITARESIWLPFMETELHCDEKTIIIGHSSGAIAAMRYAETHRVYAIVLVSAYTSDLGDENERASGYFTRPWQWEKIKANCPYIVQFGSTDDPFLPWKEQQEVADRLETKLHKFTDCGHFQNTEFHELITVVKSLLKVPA
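Measured by: FP readout at 525/598 nm; material: recombinant human RBBP9; also added: Serine-hydrolase probe FP-Rh, 375 nM pre-mixing; medium: Tris buffer pH 8.0, NaCl, Pluronic; replication: one well per compound; doses: one concentration, 7.94 µM nominal, 0.794% DMSO; timing: preincubation 30 min plus labeling 45 min at 25 °C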
BaF3 parental – counter-screen for JAK2V617F inhibitors: parental Ba/F3 viability inhibitors; CellTiter-Glo ATP luminescence; inhibition, % at 5.6 µM; hit rate 1.1% among 220,000; AID 1486;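 active = inhibition above a per-campaign cutoff, the mean inhibition of all tested compounds plus 3 SD, cut at about 27% in these data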;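 also: 0% = DMSO wells and 100% = JAK Inhibitor I control wells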
S1P4 ag – agonists of human S1P4 receptor; S1P4-expressing cell line, agonist reporter assay; activation, % at 4.98 µM; AID 1509; hit rate 0.35% among 220,000; in the data active = activation above about 11%;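 also: 0% = DMSO vehicle and 100% = reference agonist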
S1P4 antagonist – human S1P4 receptor antagonism | inhibition, % at 4.98 µM | AID 1510 | O95977 | S1P4-expressing cells, antagonist mode, reporter read-out | hit rate 0.26% among 220,000; in the data active = inhibition above about 29%;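 also: 0% = wells stimulated with agonist and 100% = vehicle wells without agonist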
NPY-Y1 antag – blocks the human neuropeptide Y Y1 receptor; P25929; hit rate 1% among 200,000; HEK293-CNG Y1 cells, membrane potential fluorescence; NPY at EC95, then isoproterenol; AID 1040; inhibition, % at 3.6 µM;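 active = inhibition above the campaign mean inhibition of all tested compounds plus 3 SD, cut at about 20% in these data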;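 also: 0% = DMSO wells given NPY plus isoproterenol and 100% = isoproterenol alone without NPY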
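Test system: HEK293 cells co-expressing NPY Y1 receptor and cyclic-nucleotide gated channel; Also added: NPY (25 nM), isoproterenol (1 µM), Ro 20-1724 (25 µM); Compound dosing: one concentration, 3.6 µM, in 0.4% DMSO; Timing: dye 3 h, compound 60 min room temperature, stimulation 45 min; Technique: Membrane-potential fluorescent dye readout.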
Starred values were filed as active, the others as inactive; x = not tested or not shown. The order is random, and some 3.6% of all compounds hit somewhere here.

SMILES	Ba/F3 V617F tox	NPY1 pot ag	Runt-CBFb FRET	NPY-Y2 PAM-ag	RBBP9 inhibitor	BaF3 parental	S1P4 ag	S1P4 antagonist	NPY-Y1 antag
COC(=O)c1ccc(CN(c2ccccc2Cl)S(C)(=O)=O)cc1	1	2	-3	-20	-7	8	-0.5	1	2
Cc1cccc(Oc2ccccc2N)c1	-3	-1	1	9	0	1	0.3	1	0
Cc1cc(C)c(S(=O)(=O)c2ccccc2C)c(Oc2ccccc2)n1	3	22	-1	-1	-5	6	-5.5	-14	6
CCN(CC)c1ccc(/C=N/NC(=O)c2cccc(S(=O)(=O)Nc3ccccc3OC)c2)cc1	-2	33	-137	15	-10	1	-0.6	4	1
COc1cc2c(cc1OC)N1C(=O)CC(OCC(=O)O)C3C4CC5(CCN5C(=O)C4=O)C2C31 (configuration not stated)	-5	1	x	-5	-4	-1	1.3	0	2
O=C(CNC(=O)c1cccc(F)c1)N/N=C/C=C/c1ccccc1	4	2	-1	-28	-2	9	-1.9	-16	3
CCOC(=O)c1c(C)c(C)n(Cc2cccc(OC)c2OC)c1C	-2	7	-4	12	-7	0	1.0	16	2
COCCNC(=S)N/N=C/c1ccc2c(c1)OCCO2	1	-3	-2	14	1	4	1.6	-6	4
O=c1c2ccccc2oc2nc(C3CCCCC3)n(Cc3ccco3)c(=O)c12	1	16	-11	-7	-10	5	0.5	-2	1
CCn1c(C2CC(=O)N(Cc3ccccc3)C2)nc2ccccc21 (configuration not stated)	5	1	0	-15	-6	12	-3.9	0	-1
CN(CCNC(=O)C1(O)c2ccccc2NC(=O)N1c1ccccc1)Cc1ccccc1 (configuration not stated)	3	6	3	4	-2	10	-0.8	-24	-2
CCOC(=O)c1c(N)sc(C(O)(C(F)(F)F)C(F)(F)F)c1-c1ccccc1	0	-11	0	10	-9	5	0.2	5	6
CCNC(=O)CC1C(=O)N(CC)C(=S)N1NC(=O)c1cccnc1 (configuration not stated)	0	15	0	-16	0	7	-0.4	5	7
Cc1noc(C)c1COC(=O)CCCc1c[nH]c2ccccc12	1	-29	4	-14	-8	5	-1.1	0	0
Cc1c(C(=O)Nc2ccccc2)sc2nc[nH]c(=O)c12	-1	5	2	-3	-1	6	3.5	-6	4
CCOC(=O)C1=C(C)NC(C)=C(C(=O)OCC)C1c1cccs1	-1	-5	-2	-6	1	3	2.4	-10	9
NC(=O)c1nsc(C(=O)N(CC(=O)NCc2ccco2)c2ccccc2F)c1N	3	-13	-7	0	0	5	1.7	-4	5
O=C(NCCc1cccs1)c1ccc(Cl)cc1	-1	9	1	-3	-11	6	0.6	14	x
COc1ccc(-c2ccc(OC)cc2C(=O)O)cc1	-2	-6	2	12	6	-2	-0.3	-24	-2
COc1cccc(C(=O)NCC2(c3ccccc3)CCCC2)c1	0	12	-1	-22	0	5	-0.5	5	8
CCCCN(CC)S(=O)(=O)c1ccc(C(=O)Nc2nnc(-c3ccccc3Cl)o2)cc1	-2	1	1	-4	-11	-1	1.4	-9	-2
CCCOc1ccc(NC(=O)OC2CCN(C)CC2)cc1	-3	10	-2	4	-7	1	-0.1	-8	-1
COc1cc2c(cc1OC)CN(C(=O)c1ccc(S(=O)(=O)N3CCCCCC3)cc1)CC2	5	-9	-7	6	-6	10	2.1	-25	2
CCCCCn1c(C(Cc2ccccc2)NC(=O)COC)nc2ccccc21 (configuration not stated)	-3	16	-10	12	-2	3	1.9	3	6
O=C(CSc1nnnn1C1CCCCC1)NCc1cccs1	-3	0	-1	0	-5	0	0.1	7	1
CC(C)NC(=O)NNc1c(Cl)cncc1Cl	-1	1	0	-7	-5	-3	2.1	-14	x
O=C(NC1=NCCS1)C12CC3CC(CC(C3)C1)C2	-4	8	-1	3	2	1	-1.1	3	-6
Oc1ccc2c(c1)C1CCCC1(N1CCOCC1)O2 (configuration not stated)	0	-7	19	2	-8	12	1.3	0	0
Cc1occc1-c1nnc(SCC(=O)N2CCOCC2)n1CCc1ccccc1	3	4	-1	11	4	8	-1.6	-15	3
Cc1ccc(Sc2c(C=O)c3ccccc3n2C)cc1	-4	-10	-1	-8	-1	1	-0.4	-15	6
O=c1[nH]c(/C=C/c2ccccc2OC(F)F)nc2c1cnn2-c1ccccc1	0	-6	1	-2	-2	7	0.8	-16	0
CCOC(=O)c1ccc(NC(=O)C2CC(=O)N=C(N)S2)cc1 (configuration not stated)	-5	10	2	7	-4	0	0.1	-9	7
COC(=O)C1=C(CN2CCN(C)CC2)NC(=O)NC1c1cc(C)ccc1C (configuration not stated)	0	-20	1	7	-8	4	0.5	4	3
Cc1cc(C)n(-c2cc(N3CCN(S(=O)(=O)c4ccc(Br)cc4)CC3)ccc2[N+](=O)[O-])n1	0	-6	-3	6	-1	10	-2.1	5	-1
COc1ccc(/C=N/Nc2nc(Nc3ccccc3)nc(N3CCCCC3)n2)cc1OC	-4	8	-5	-16	-1	2	-1.3	3	1
CCOC(=O)n1c(=O)n(Cc2ccc(Cl)cc2Cl)c2ccccc21	4	-35	-4	-21	1	10	0.1	15	6
CCSc1nnc(NC(=O)Cn2cnc3ccccc3c2=O)s1	-3	6	3	6	-2	-1	-0.5	6	x
Cc1cccc(-n2c(N)cc(=O)[nH]c2=S)c1	2	0	-2	13	-5	8	-0.1	-9	3
COC(=O)Cn1c(=NC(=O)c2sc3ccccc3c2Cl)sc2cc(S(N)(=O)=O)ccc21	1	4	-6	8	-13	6	0.6	-29	9
CCOC(=O)c1ccc(NC(=O)N2CCN(C(=O)c3ccco3)CC2)cc1	-3	7	-1	13	-4	-3	2.2	1	0
CCOC(=O)c1ccc(NC(=O)CCc2ccc(C)o2)cc1	-3	-11	3	-11	1	1	-3.2	3	-12
CCCC(O)(CCN1CCOCC1)c1ccc(Br)cc1 (configuration not stated)	1	-5	-1	-12	-4	2	-0.2	-10	2
CCOC(=O)N1CCC(N2CCCC(C(=O)c3cc(C)c(OC)c(C)c3)C2)CC1 (configuration not stated)	1	0	-1	4	-6	3	0.3	-11	5
Fc1ccc(NC(=S)Nc2ccc(Cl)cc2)cc1	3	4	1	-6	-3	10	3.7	12	-6
c1ccc(CSCc2nc3ccccc3[nH]2)cc1	0	-17	-1	-2	-3	-1	0.0	-19	1
O=C(NCc1ccco1)c1n[nH]c(=O)c2ccccc12	-1	3	2	13	-1	3	-0.1	-3	0
CC(C)CNS(=O)(=O)c1cc(C(=O)OCC(=O)c2ccc3c(c2)OCCO3)c(Cl)cc1Cl	0	-28	-1	0	-15	6	1.5	-14	2
COc1ccc(CNC(=S)Nc2ccc(OC)cc2)cc1	-4	0	-2	2	5	0	-0.3	2	3
CCOc1ncccc1C(=O)OCC(=O)c1ccc(F)cc1	-1	13	2	-7	-7	5	1.6	-17	-2
c1csc(CNCCN2CCOCC2)c1	-5	10	2	-1	3	0	1.9	-18	2
CC(C)c1ccc(-c2noc(C3CCCN(C(=O)c4ccc(F)cc4F)C3)n2)cc1 (configuration not stated)	-3	17	-12	15	-1	1	-2.5	-18	-3
COc1cc(OC)c(S(=O)(=O)NCc2ccco2)cc1S(=O)(=O)NCc1ccco1	-3	2	0	4	-4	3	-0.2	-17	-3
COc1ccc(C2(O)CCN(C(=O)Cc3cccnc3)CC2)cc1	0	8	0	13	-13	5	0.7	-8	-1
CC(=O)Nc1ccc(C(=O)NCC(=O)OCc2ccccc2F)cc1	-3	-5	-1	-16	-11	2	-1.0	-1	-2
O=C(c1ccc(COc2ccccc2Br)cc1)N1CCCCC1	5	-16	0	-20	-10	8	5.1	-5	7
CSc1nc2ccccc2cc1/C=C(\C#N)c1ccc(Cl)c(Cl)c1	1	-17	4	0	-4	2	2.2	-8	5
COc1ccc(S(=O)(=O)N2CCN(C(=O)[C@@H]3CCC(=O)N3C3OC(=O)c4ccccc43)CC2)cc1 (some centres not stated)	-2	18	0	-3	-1	-2	0.3	-6	1
Cc1ccn2cc(-c3nonc3C)cc2c1	-3	0	4	7	-2	-5	1.0	-13	-6
CCOC(=O)c1ccc(NC(=O)c2ccccc2N(C)S(=O)(=O)c2ccccc2)cc1	2	-4	1	3	-4	9	-1.2	-4	10
c1ccc2c(c1)ncn2CCCOc1ccc2c(c1)CCC2	4	-25	-1	-10	6	11	2.8	-15	-2
(next part)
SMILES	Ba/F3 V617F tox	NPY1 pot ag	Runt-CBFb FRET	NPY-Y2 PAM-ag	RBBP9 inhibitor	BaF3 parental	S1P4 ag	S1P4 antagonist	NPY-Y1 antag
Cc1cc(C)cc(NC(=O)COc2ccc(C(=S)N3CCOCC3)cc2)c1	-3	-8	-4	3	-5	3	-0.4	-2	2
COC(=O)Cc1c(C)[nH]n(-c2cc(Cl)cc(Cl)c2)c1=O	1	12	-2	11	-5	3	0.8	15	-1
COc1ccccc1OCc1nc(C#N)c(N2CCCC2)o1	-2	-11	1	5	-2	-2	-2.0	-14	5
O=C(Nc1nccs1)C(c1ccccc1)N1CCCCC1 (configuration not stated)	0	5	-1	-11	1	8	0.5	-11	5
N#Cc1nc(-c2ccccc2F)oc1NC1CCCCC1	0	-8	-3	-14	-8	9	-0.6	-16	11
O=C(Nc1nncs1)C1c2ccccc2Oc2ccccc21	-5	-10	3	1	-1	3	0.1	4	-2
COc1cccc(NC(=O)C(=O)NCCc2ccc(F)cc2)c1	5	-13	2	-6	1	-1	-0.5	1	x
CCN(CCCNC(=O)C1c2ccccc2C(=O)N(CCOC)C1c1ccc(F)cc1)Cc1ccccc1 (configuration not stated)	-3	-1	1	6	1	0	1.7	-12	11
O=C(NC(=S)Nc1cc(-c2nc3ccccc3[nH]2)ccc1Cl)c1ccc2c(c1)OCO2	-2	-19	2	4	-21	0	-1.9	-20	-1
CC(C)(C)CC(C)(C)NCC(O)COc1ccc2c(c1)CCC2 (configuration not stated)	2	14	x	-6	-3	5	-0.4	-10	3
CCOC(=O)c1c(C)n(C)c2ccc(OCC(O)Cn3nc(C)cc3C)cc12 (configuration not stated)	-3	-20	-3	17	-2	4	0.7	-15	1
OCCN1CCN(CCCc2c3c(cc4c2CCC4)CCC3)CC1	-1	4	-1	3	-2	4	0.6	-23	14

Of the compounds above, these contain a cyano group:
SMILES	Ba/F3 V617F tox	NPY1 pot ag	Runt-CBFb FRET	NPY-Y2 PAM-ag	RBBP9 inhibitor	BaF3 parental	S1P4 ag	S1P4 antagonist	NPY-Y1 antag
CSc1nc2ccccc2cc1/C=C(\C#N)c1ccc(Cl)c(Cl)c1	1	-17	4	0	-4	2	2.2	-8	5
COc1ccccc1OCc1nc(C#N)c(N2CCCC2)o1	-2	-11	1	5	-2	-2	-2.0	-14	5
N#Cc1nc(-c2ccccc2F)oc1NC1CCCCC1	0	-8	-3	-14	-8	9	-0.6	-16	11
